# Screening data as filed in PubChem BioAssay.
# MrgX1 PAM = positive allosteric modulators of MrgX1, primary screen, HEK293 cells, Fluo-4 calcium flux; B-score at 10 µM; hit rate 0.63% among 310,000; FDSS; hits give high values; AID 588675, 2011; Mas-related G-protein coupled receptor member X1 (Homo sapiens), Q96LB2;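 active means plate-corrected calcium response at least 3 library SD above typical, normal starting fluorescence, not activating the receptor alone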;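 further: compound read alongside a low EC10 to EC30 dose of BAM8-22 agonist; peak minus trough fluorescence over baseline measured at the second addition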
# TRPC6 activator = mouse TRPC6 channel activators, primary screen, cell-based, HEK293, membrane potential dye. B-score at 10 µM. hit rate 0.13% among 310,000. AID 2550, 2010. HEK293-TRPC6 membrane potential dye fluorescence; hits give high values;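 active means B-score of the integrated fluorescence ratio above library mean plus 3 SD, and starting fluorescence ratio within library mean plus 5 SD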;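 further: higher score means more depolarization so channel activation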
# MrgX1 antag = antagonists of human MrgX1 receptor, primary screen, HEK293 cells, Fluo-4 calcium flux; Mas-related G-protein coupled receptor member X1 (Homo sapiens), Q96LB2; BAM8-22 antagonism; hits give low values; B-score at 10 µM; hit rate 1.3% among 310,000;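 active means calcium-response B-score plate-corrected more than 3 library SD below zero, starting fluorescence within 5 deviations, no agonist response on first addition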;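 further: peak minus trough fluorescence over baseline after final BAM8-22 challenge near maximal dose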
# TRPC4 inh = inhibitors of mouse TRPC4 channel, primary screen, Fluo4 calcium, HEK293 TRPC4beta/mu-opioid cells; Short transient receptor potential channel 4 (Mus musculus), Q9QUQ5; DAMGO-evoked Fluo4 calcium flux; hits give low values; B-score at 10 µM; hit rate 0.39% among 300,000; AID 2247, 2010;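 active means B-score over 3 SD under the library average, no early fluorescence shift, positive overall ratio signal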
# Target sequence (Q9QUQ5 whole entry, looked up): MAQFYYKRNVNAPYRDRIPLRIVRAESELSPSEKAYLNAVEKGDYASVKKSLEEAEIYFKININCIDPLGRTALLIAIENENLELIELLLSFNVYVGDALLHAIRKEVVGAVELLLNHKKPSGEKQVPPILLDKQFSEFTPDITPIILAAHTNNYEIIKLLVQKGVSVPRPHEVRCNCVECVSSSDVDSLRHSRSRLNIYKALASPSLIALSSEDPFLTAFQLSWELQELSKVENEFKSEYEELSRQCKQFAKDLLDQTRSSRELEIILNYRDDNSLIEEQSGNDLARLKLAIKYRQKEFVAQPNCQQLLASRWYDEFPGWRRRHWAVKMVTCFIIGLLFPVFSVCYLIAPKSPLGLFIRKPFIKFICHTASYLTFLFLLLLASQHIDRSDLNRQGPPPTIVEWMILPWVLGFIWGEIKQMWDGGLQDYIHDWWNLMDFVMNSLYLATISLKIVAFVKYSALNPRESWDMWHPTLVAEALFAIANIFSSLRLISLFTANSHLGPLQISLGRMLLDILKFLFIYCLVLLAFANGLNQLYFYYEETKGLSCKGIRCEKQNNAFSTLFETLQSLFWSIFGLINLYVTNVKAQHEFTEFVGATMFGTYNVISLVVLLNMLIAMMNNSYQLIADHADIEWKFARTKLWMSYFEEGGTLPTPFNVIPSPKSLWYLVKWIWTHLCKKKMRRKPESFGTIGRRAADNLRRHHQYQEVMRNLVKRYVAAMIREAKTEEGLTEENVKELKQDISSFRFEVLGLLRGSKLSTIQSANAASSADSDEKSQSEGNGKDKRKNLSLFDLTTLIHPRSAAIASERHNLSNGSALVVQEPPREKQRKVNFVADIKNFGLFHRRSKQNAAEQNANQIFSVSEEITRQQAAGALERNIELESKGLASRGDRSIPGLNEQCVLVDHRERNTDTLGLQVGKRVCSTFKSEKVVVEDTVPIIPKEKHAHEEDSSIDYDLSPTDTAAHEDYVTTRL
#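 Material: HEK293 cells with stable TRPC4beta plus mu-opioid receptor expression / Probe or stimulus: DAMGO in two steps, submaximal then maximal / Compound: single concentration per test compound / Technique: kinetic Fluo4 fluorescence imaging of calcium influx / Read-out: per-well B score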
# TRPC6 inh = mouse TRPC6 channel inhibitors, primary screen, cell-based, HEK293, membrane potential dye; AID 2553, 2010; ACh-evoked depolarization; hits give low values; hit rate 1.1% among 310,000; B-score at 10 µM;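 active means B-score under library mean minus 3 SD, initial fluorescence not abnormally high, positive integrated signal ratio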;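 further: B-score derived from integrated fluorescence ratio over the kinetic read; more negative B-score means stronger inhibition of depolarization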
# TMEM16A inh = TMEM16A chloride channel inhibitors, primary screen, cell-based, HTS; HEK293 TMEM16A/YFP iodide influx fluorescence, ionomycin; normalized B-score (activity score, 25-100; higher = stronger inhibition) at 10 µM; hit rate 1.2% among 310,000;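 active means ratio plate-corrected score three or more library SD toward inhibition, starting fluorescence score within five deviations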;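 further: score derived from kinetic fluorescence span divided by baseline fluorescence per well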
# TRPC4 act = activators of mouse TRPC4 channel, primary screen, Fluo4 calcium, HEK293 TRPC4beta/mu-opioid cells; B-score at 10 µM; Short transient receptor potential channel 4 (Mus musculus), Q9QUQ5; hit rate 0.49% among 310,000; Fluo4 calcium fluorescence; hits give high values; AID 2237, 2010;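 active means B-score above 5 SD of library B-scores, and initial fluorescence ratio not above library mean plus 5 SD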;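 further: positive B-score marks a calcium rise read as TRPC4 activation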
#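 Assay system – TRPC4beta and mu-opioid receptor HEK293 stable cells · Measured by – Fluo4 fluorescence, kinetic · Schedule – dye loading 45 min room temperature, 110 s kinetic read · Read-out – B-scored integrated calcium fluorescence ratio · Controls – buffer and maximal DAMGO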
# MrgX1 agonist = agonists of human MrgX1 receptor, primary screen, HEK293 cells, Fluo-4 calcium flux | Mas-related G-protein coupled receptor member X1 (Homo sapiens), Q96LB2 | Fluo-4 calcium fluorescence, agonist mode; hits give high values | B-score at 10 µM | hit rate 0.44% among 310,000 | AID 588627, 2011;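 active means calcium response B-score plate-corrected fluorescence ratio at least 3 library SD, with starting fluorescence B-score inside 5 SD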
#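 Material: HEK293 cells stably expressing human MrgX1 receptor | Quantity: 15,000 cells per well | Times: Cells plated overnight, dye loaded 0.5 h 37 °C, 0.5 h room temperature | Measured by: Kinetic Fluo-4 NW fluorescence of intracellular calcium | Control set: Positive and negative controls per plate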
# SKKanGAS inh = S. pyogenes SKKanGAS growth inhibitors in kanamycin, primary screen, streptokinase expression inhibitor project, SKKanGAS strain, BacTiter-Glo luminescence; 6 h; inhibition, % at 7.5 µM; hit rate 1.3% among 300,000; AID 1662, 2009;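 active means mean replicate score, as percent of positive control median, at least 50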;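 further: strain carries kanamycin resistance gene driven by streptokinase promoter and grows in 40 µg/ml kanamycin; loss of luminescence reflects streptokinase promoter inhibition or plain growth inhibition; 0% = median of DMSO wells and 100% = positive control at its reference dose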
# TMEM16A act = TMEM16A chloride channel activators or potentiators, primary screen, cell-based, HTS; Anoctamin-1 (Mus musculus), Q8BHY3; B-score at 10 µM; AID 623877, 2012; hit rate 0.3% among 340,000; HEK293 TMEM16A/YFP-H148Q/I152L, iodide quench fluorescence; hits give low values;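 active means fluorescence-ratio B-score plate-corrected deviation score at least 3 library SD below zero, with starting fluorescence score within 5 deviations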;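 further: channel opened by trigger with iodide after compound preincubation; score built on the fluorescence ratio of max minus min over baseline; more negative score means more quench and so TMEM16A activation or potentiation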
# TRPC4 PAM = positive allosteric modulators of TRPC4, primary screen, cell-based, mouse TRPC4beta, HEK293 mu-opioid, Fluo-4 calcium; DAMGO EC20, Fluo-4 Ca2+ flux; hits give high values; B-score at 10 µM; AID 2227, 2009; hit rate 0.42% among 310,000; Short transient receptor potential channel 4 (Mus musculus), Q9QUQ5;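 active means B-score of calcium response area above 5 SD of library B-scores, with initial fluorescence ratio within 5 SD of library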;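 further: B-score of integrated fluorescence ratio over time as area under calcium response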
# Active calls of the source: *; i = inactive; · = no result given. Outcome played no part in choosing rows; overall some 6.7% were active at least once.
SMILES,MrgX1 PAM,TRPC6 activator,MrgX1 antag,TRPC4 inh,TRPC6 inh,TMEM16A inh,TRPC4 act,MrgX1 agonist,SKKanGAS inh,TMEM16A act,TRPC4 PAM
CCOC(=O)CSc1n[nH]c(NC(=O)c2ccccc2)n1,i,i,i,i,i,i,i,i,-6.0,i,i
COC(=O)c1ccccc1-c1ccc(/C=N/NC(N)=O)o1,i,i,i,i,i,i,i,i,1.2,i,i
CCCCNCCOCCOc1ccc(C)cc1Br,i,i,i,i,i,i,i,i,0.4,i,i
COc1ccc(C2=NOC(C)(c3sc(-c4ccc(Cl)cc4)nc3C)C2)cc1 (stereo not given),i,i,i,i,i,i,i,i,10.2,·,i
CC(=O)Nc1ccc(S(=O)(=O)Nc2ccc(S(=O)(=O)Nc3nccs3)cc2)cc1,i,i,i,i,i,i,i,i,1.1,i,i
COc1ccc(CCNC(=O)COc2ccc(-c3ccccc3)cc2)cc1OC,i,i,i,i,i,i,i,i,-22.1,i,i
Nc1nc(NCc2ccco2)nc(Nc2ccc(F)cc2)c1[N+](=O)[O-],i,i,i,i,i,i,i,i,2.8,i,i
COc1ccc(C(=O)NC(=S)Nc2cc(C)ccn2)cc1[N+](=O)[O-],i,i,i,i,i,i,i,i,16.2,i,i
Brc1ccc(OCc2nnnn2-c2ccccc2)cc1,i,i,i,i,i,i,i,i,2.8,i,i
Cc1cccc(C)c1NC(=S)NC(C)(C)CO,i,i,i,i,i,i,i,i,-0.4,i,i
CCCn1c(=O)c(Br)cn(-c2ccccc2C)c1=O,i,i,i,i,i,i,i,i,3.4,i,i
COC(=O)c1ccc2nc(NC(=O)C3CCCCC3)sc2c1,i,i,i,i,i,i,i,i,-15.6,i,i
Cc1nn(-c2ccc(F)cc2)c(Cl)c1/C=N/NC(=O)c1cccc(S(=O)(=O)N2CCCC2)c1,i,i,i,i,i,i,i,i,0.9,i,i
CC1(C)CC(=O)C=C(NCC2CCCO2)C1 (stereo not given),i,i,i,i,i,i,i,i,6.1,i,i
Cc1ccc(C)c(NC(=O)Cn2nnc(C(=O)NCc3ccco3)c2N)c1,i,i,i,i,i,i,i,i,-2.4,i,i
NC(N)=N/N=C/c1ccc(Cl)cc1Cl,i,i,i,i,i,i,i,i,6.2,i,i
C/C(=N\OCC(=O)O)c1ccc(Cl)cc1,i,i,i,i,i,i,i,i,-5.9,i,i
CCc1ccc(C2C(C#N)=C(N)OC3=C2C(=O)CCC3)s1 (stereo not given),i,i,i,i,i,i,i,i,·,i,i
CC(C)OCCCN1C=C2C(=O)C(C)(OC(=O)CCc3ccccc3)C(=O)C=C2C=C1c1ccc(C#N)cc1 (stereo not given),i,i,i,i,i,i,i,i,8.2,·,i
CCOc1ccc(/C=N/NC(=O)Cn2ccnc2C)cc1,i,i,i,i,i,i,i,i,-4.9,i,i
CCOC(=O)C1(CCCc2ccccc2)CCN(C(=O)Cc2nonc2C)CC1,i,i,i,i,i,i,i,i,-4.0,-6.69*,i
CN(C)c1oc(-c2ccc(OCc3ccc(Cl)cc3)cc2)nc1C#N,i,i,i,i,i,i,i,i,0.5,i,i
O=C(N1CCOCC1)N1CCN(C(=O)N(c2ccccc2)c2ccccc2)CC1,i,i,i,i,i,i,i,i,-10.3,i,i
O=C(COc1ccccc1Cl)NCCCNC(=O)c1ccccn1,i,i,i,i,i,i,i,i,-2.4,i,i
COc1ccc(CNC(=O)/C=C/c2ccc(OCCCF)cc2)cc1,i,i,i,i,i,i,i,i,-0.2,i,i
O=C(CCC(=O)c1ccccc1)Nc1ccccc1OC(F)F,i,i,i,i,i,i,i,i,-1.0,i,i
C=CCn1c(Cc2cccs2)nnc1SC/C=C/c1ccccc1,i,i,i,i,i,i,i,i,-0.4,i,i
COc1ccc(-n2cc3c(-c4cccc(Br)c4)nnc(C)c3n2)cc1,i,i,i,i,i,i,i,i,28.3,i,i
O=C(NCc1ccccc1)N1CCC(CO)(Cc2cccc(F)c2)CC1,i,i,i,i,i,i,i,i,-14.9,i,i
COc1ccc(-n2c(C)cc(-c3csc(NC(=O)c4ccc(S(=O)(=O)N(C)C)cc4)n3)c2C)cc1,i,i,i,i,i,i,i,i,11.9,i,i
c1ccc(C2CCC(N3CCN(c4ccccc4)CC3)CC2)cc1 (stereo not given),i,i,i,i,i,i,i,i,1.1,i,i
O=C(NCCN1CCCCC1)c1cc2ccccc2[nH]1,i,i,i,i,i,i,i,i,-0.2,i,i
Cc1ccc(N2CCN(CC3CC=CCC3)CC2)cc1 (stereo not given),i,i,i,i,i,i,i,i,0.2,i,i
Cc1ccccc1CN1CCSc2sccc2C1=O,i,i,i,i,i,i,i,i,-3.2,i,i
CN(CC(=O)Nc1ccc(S(=O)(=O)N2CCCC2)cc1)Cc1ccc(Cl)c(Cl)c1,i,i,i,i,i,i,i,i,2.7,i,i
COc1ccc(N(CC(=O)O)S(=O)(=O)c2ccc(OC)c(OC)c2)cc1,i,i,i,i,i,i,i,i,2.1,i,i
COc1ccc(S(=O)(=O)N2CCCOC2CNC(=O)C(=O)NCc2ccco2)cc1 (stereo not given),i,i,i,i,i,i,i,i,-1.3,i,i
COc1ccccc1OCc1ccc(C(=O)NN)cc1,i,i,i,i,i,i,i,i,4.7,i,i
Cc1ccc(S(=O)(=O)CNC(=O)c2ccccc2)cc1,i,i,i,i,i,i,i,i,4.6,i,i
COc1ccc(-c2ccnc(SCC(=O)Nc3ccccn3)n2)cc1,i,·,i,·,·,i,·,i,-5.1,i,·
COc1ccc(C(=O)c2coc3ccc(O)c(CN4CCCC4)c23)cc1,i,i,i,i,i,i,i,i,-4.2,i,i
CCCn1c(CNC(=O)c2cccs2)nc2ccccc21,i,i,i,i,i,i,i,i,0.2,i,i
O=C(COc1ccc(S(=O)(=O)N2CCOCC2)cc1)Nc1ccc(Cl)c(C(F)(F)F)c1,i,i,i,i,i,i,i,i,-6.8,i,i
O=C(CN1CCCCCC1)Nc1ccc(Oc2ccccc2)cc1,i,i,i,i,i,i,i,i,-28.2,i,i
N#Cc1c(N2CCOCC2)nsc1-c1ccccc1,i,i,i,i,i,i,i,i,-6.5,i,i
O=C(NCc1ccc(Cl)cc1)Nc1ccc(F)cc1,i,i,i,i,i,i,i,i,10.2,i,i
CCOC(=O)c1c(-c2ccccc2)oc2ccc(O)c(CN3CCCC3)c12,i,i,i,i,i,i,i,i,-18.3,i,i
CCCCN(CC)CCCNC(=O)c1cc2c(=O)n(C)c3ccccc3c2n1C,i,i,-5.52*,i,i,i,i,i,1.7,i,i
COc1ccc(-c2cc(C(F)(F)F)nc(S(=O)(=O)CCCC(=O)Nc3cc(C)on3)n2)cc1OC,·,i,·,i,i,·,i,·,20.6,i,i
CC(C)[C@H](NC(=O)N1CC(=O)Nc2ccccc21)C(=O)N[C@H](Cc1c[nH]c2ccccc12)C(=O)O,i,i,i,i,i,i,i,i,0.4,i,i
CCOC(=O)c1c(-c2ccc(C)o2)csc1NC(=O)CN(C)CC(=O)Nc1ccc(C)cc1,i,i,i,i,i,i,i,i,10.6,i,i
N[C@@H](Cc1ccccc1)C(=O)N1CCC(C(=O)N[C@@H](Cc2c[nH]c3ccccc23)C(=O)O)CC1,i,i,i,-6*,i,i,i,i,-4.0,i,i
O=C(COC(=O)c1ncc(Cl)c(Cl)c1Cl)c1ccc(Cl)s1,i,i,i,i,i,i,i,i,-2.1,i,i
O=C(Nc1ccccc1N1CCOCC1)c1ccc([N+](=O)[O-])o1,i,i,i,i,i,i,i,i,16.9,i,i
O=C(Nc1ccc(F)c(F)c1)c1ccccc1,i,·,i,·,·,i,·,i,·,i,·
Cc1cccc(C(=O)NN2C(=O)C3C(c4ccccc4)C=CC(c4ccccc4)C3C2=O)c1 (stereo not given),i,i,i,i,-5*,i,i,i,9.0,i,i
CC(C)(C)N(Cc1ccccc1)C(=O)CSc1nnc(CNc2ccc(F)cc2)o1,i,i,i,i,i,i,i,i,-18.7,i,i
O=C(COC(=O)c1cc([N+](=O)[O-])ccc1N1CCOCC1)NC1CCCCC1,i,i,i,i,i,i,i,i,12.7,i,i
Cc1ccc(CN(C(=O)c2csnn2)C(C(=O)NC2CCCC2)c2ccco2)cc1 (stereo not given),i,i,i,i,i,i,i,i,0.6,i,i
Cc1ccc(S(=O)(=O)N(C)CC(=O)O/N=C(\N)c2ccc([N+](=O)[O-])cc2)cc1,i,i,i,i,i,i,i,i,1.1,i,i
# Continuation.
SMILES,MrgX1 PAM,TRPC6 activator,MrgX1 antag,TRPC4 inh,TRPC6 inh,TMEM16A inh,TRPC4 act,MrgX1 agonist,SKKanGAS inh,TMEM16A act,TRPC4 PAM
CCCN(CC1CC1)C(=O)CSc1nnc(-c2cc(-c3cccs3)nc3ccccc23)o1,i,i,i,i,i,i,i,i,18.3,i,i
O=S(=O)(Nc1ccccc1)c1ccc(F)cc1,i,i,i,i,i,i,i,i,0.3,i,i
COc1cc2c(cc1OC)CN(C(=O)/C=C/c1ccc(F)cc1)CC2,i,i,i,i,i,i,i,i,-2.7,i,i
CCCCN1C(=O)/C(=C2/C=CC=CN2C)SC1=S,i,i,i,i,i,i,i,i,0.1,i,i
O=C(CCN1C(=O)c2ccccc2C1=O)Nc1sc2c(c1C(=O)NCC1CCCO1)CCC2 (stereo not given),i,i,i,i,i,i,i,i,26.2,i,i
